Screening data as filed in PubChem.
DAX1 inh-1 = inhibitors of DAX1 repression of SF-1 activated StAR promoter; inhibition, % at 6.8 µM; AID 652010; HEK293T StAR-luciferase reporter, SF-1/DAX-1 repression relief; hit rate 1.1% among 370,000;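 active = inhibition above the mean over all tested compounds plus 3 SD, cut at about 3.6% in these data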;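 also: 0% = DAX-1 cells with DMSO and 100% = cells lacking DAX-1 with DMSO; higher inhibition means more luminescence from relief of DAX-1 repression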
hcDAF12 agonist = H. contortus DAF-12 activation, primary screen | hit rate 1.4% among 370,000 | HEK293 hcDAF-12 lit1-tk-luc reporter, luminescence; 0% DMSO, 100% Δ7-dafachronic acid | activation, % at 6.8 µM | AID 652067;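 active = activation above the mean of all tested compounds plus 3 SD, cut at about 5.5% in these data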;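 also: 100% = response to 3 µM Δ7-dafachronic acid high control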
sPLA2-III inh = Blocks human group III sPLA2 activity; AID 743126; inhibition, % at 12.2 µM; QFRET BODIPY PC-A2 liposome hydrolysis, fluorescence; hit rate 0.56% among 370,000;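 active = inhibition above mean plus 3 SD of compounds lying within the high and low control bounds, cut at about 19% in these data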;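 also: 0% = median of test compound wells and 100% = no enzyme DMSO wells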
PG9 binder = small molecules binding HIV-1 gp120 antibody PG9; AID 624416; hit rate 0.43% among 360,000; inhibition, % at 6.7 µM; TR-FRET gp120-PG9 antibody binding; in the data active = inhibition above about 8.5%
PLCb3 inh = PLC-beta3 (human) inhibition, primary screen; hit rate 0.18% among 370,000; Q01970; Purified PLC-beta3, fluorogenic substrate, fluorescence; AID 720704; inhibition, % at 12.2 µM; in the data active = inhibition above about 11%;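 also: 0% = median of compound wells on plate and 100% = full blocker control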
Target sequence (Q01970 whole entry, looked up): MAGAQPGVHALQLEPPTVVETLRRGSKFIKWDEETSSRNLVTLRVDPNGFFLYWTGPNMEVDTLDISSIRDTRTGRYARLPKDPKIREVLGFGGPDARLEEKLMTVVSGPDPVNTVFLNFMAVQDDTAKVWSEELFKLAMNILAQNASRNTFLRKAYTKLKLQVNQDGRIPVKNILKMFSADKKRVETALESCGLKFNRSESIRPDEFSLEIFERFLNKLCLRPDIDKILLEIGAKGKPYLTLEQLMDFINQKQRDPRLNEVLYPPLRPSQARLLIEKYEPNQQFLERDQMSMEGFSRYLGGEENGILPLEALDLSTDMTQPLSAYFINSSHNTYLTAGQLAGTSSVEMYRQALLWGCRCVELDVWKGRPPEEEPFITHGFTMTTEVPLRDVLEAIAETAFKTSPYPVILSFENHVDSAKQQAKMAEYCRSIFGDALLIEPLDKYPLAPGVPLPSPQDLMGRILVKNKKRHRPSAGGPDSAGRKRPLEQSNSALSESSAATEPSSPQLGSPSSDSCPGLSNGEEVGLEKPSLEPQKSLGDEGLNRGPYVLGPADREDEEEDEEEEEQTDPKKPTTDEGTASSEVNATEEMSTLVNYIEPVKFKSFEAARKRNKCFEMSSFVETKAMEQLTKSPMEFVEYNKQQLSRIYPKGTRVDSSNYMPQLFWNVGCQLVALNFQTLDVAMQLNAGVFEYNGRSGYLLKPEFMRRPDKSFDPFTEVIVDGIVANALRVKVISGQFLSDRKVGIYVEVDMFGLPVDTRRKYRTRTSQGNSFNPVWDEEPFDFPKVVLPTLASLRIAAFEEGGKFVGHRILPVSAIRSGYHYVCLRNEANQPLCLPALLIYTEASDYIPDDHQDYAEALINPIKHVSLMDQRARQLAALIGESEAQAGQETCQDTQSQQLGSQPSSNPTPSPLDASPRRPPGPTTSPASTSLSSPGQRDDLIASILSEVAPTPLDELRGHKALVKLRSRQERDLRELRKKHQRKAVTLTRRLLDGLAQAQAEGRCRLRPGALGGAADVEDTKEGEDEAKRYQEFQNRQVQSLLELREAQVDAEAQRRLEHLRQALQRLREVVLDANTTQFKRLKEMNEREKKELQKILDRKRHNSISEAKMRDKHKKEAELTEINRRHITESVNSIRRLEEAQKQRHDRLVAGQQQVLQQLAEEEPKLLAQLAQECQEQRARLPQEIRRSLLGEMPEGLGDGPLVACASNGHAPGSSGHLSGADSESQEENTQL
GAA850 FXN act = frataxin GAA850 promoter activation; hit rate 0.56% among 360,000; AID 540364; activation, % at 6 µM; HEK293 lucGAA850 FXN promoter luciferase reporter, 24 h; percent of 10 µM SAHA response;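 active = activation above the average of all compounds screened plus 3 SD, cutoff fixed separately per campaign, cut at about 7.5% in these data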;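 also: 0% = DMSO wells and 100% = 10 µM SAHA wells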
DAX1 inh-2 = inhibitors of human orphan nuclear receptor DAX1 (NR0B1) | HEK293 Gal4-DAX1 luciferase reporter, luminescence | inhibition, % at 6.75 µM | hit rate 0.99% among 340,000 | AID 504766;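 active = inhibition above the mean over all tested compounds plus 3 SD, cut at about 4.2% in these data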;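 also: 0% = DAX1-transfected cells with DMSO and 100% = empty-vector control cells with DMSO; inhibition shows as a rise in luminescence from relieved DAX1 repression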
SMARCA2 activ = increases SMARCA2 function in MMTV reporter cells. MG213 cells, MMTV-luciferase reporter, dexamethasone, overnight. activation, % at 9.1 µM. hit rate 1% among 370,000. AID 652017; in the data active = activation above about 7.8%;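 also: 0% = vehicle wells and 100% = reference activator wells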
Rev-erbA mod = modulators of human Rev-erb alpha DNA binding. hit rate 0.79% among 370,000. P20393. AID 1259318. Rev-erbα–FITC-DNA binding, fluorescence polarization, 90 min. activity, % at 10 µM;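 active = activity above about 14%, limit read from the data; passing the limit was not always enough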;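 also: 0% = DMSO wells with 35 nM protein and 100% = DMSO wells with 750 nM protein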
ssDAF-12 act = activators of S. stercoralis DAF-12 nuclear receptor; HEK293 ssDAF-12/GRIP1 lit1-tk-luc reporter, luminescence; % of 3 µM dafachronic acid response; activation, % at 6.8 µM; hit rate 1% among 370,000; AID 652126;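 active = activation above the mean over all tested compounds plus 3 SD, cut at about 0.9% in these data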;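 also: 0% = DMSO-only wells and 100% = 3 µM delta7-dafachronic acid wells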
hgDAF12 agonist = hgDAF-12 agonism, primary luciferase screen | HEK293 GAL4-hgDAF12 UAS-luciferase reporter, agonist luminescence; normalized to butyrate control | activation, % at 6.8 µM | hit rate 1.8% among 370,000 | AID 687014;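 active = activation above a cutoff set at the mean of all screened compounds plus 3 SD, cut at about 10% in these data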;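 also: 0% = DMSO wells and 100% = sodium butyrate wells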
* = called active by the depositor; / = no result given.

cpd	Compound	DAX1 inh-1	hcDAF12 agonist	sPLA2-III inh	PG9 binder	PLCb3 inh	GAA850 FXN act	DAX1 inh-2	SMARCA2 activ	Rev-erbA mod	ssDAF-12 act	hgDAF12 agonist
1	Cc1nn(-c2ccccc2)c2c1C(c1c(C)[nH]c(C#N)c1C)C(C#N)=C(N)O2 (stereo not given)	0.1	-0.2	6	-2.5	-6	0.2	0.9	-4	10	-0.4	-3.0
2	CN(C)CCN=c1cc(-c2ccccc2)oc2ccc(Cl)cc12	1.2	1.7	1	-0.5	-1	6.5	1.6	5	4	-0.6	8.6
3	CC(=O)N1c2ccc(S(=O)(=O)NCCC(=O)N(C)C3CCCCC3)cc2CC1C (stereo not given)	0.1	-1.6	8	-1.7	-4	-0.3	0.1	-1	-9	-1.2	-2.5
4	N#CC1(NC(=O)COC(=O)c2cc([N+](=O)[O-])ccc2N2CCCC2)CCCCC1	-1.7	-1.1	0	0.1	-5	1.5	-2.2	-3	9	-1.1	3.0
5	N#Cc1cc([N+](=O)[O-])ccc1NC(=O)CSc1n[nH]c(=O)n1C1CC1	-1.5	1.8	13	0.4	-9	-0.6	-0.1	1	3	0.0	-0.5
6	CC(C)CNS(=O)(=O)c1ccc(S(=O)(=O)NC2CCOC(C)(C)C2)cc1 (stereo not given)	-0.4	-2.7	-2	0.0	1	0.0	-0.9	-4	-2	-1.2	-2.6
7	CCC1Oc2ccc(C)cc2N(Cc2cccc(C)c2)C1=O (stereo not given)	0.2	-1.8	0	1.7	-3	0.2	-0.3	-4	1	-1.6	-3.5
8	Cc1cc(-c2ccccc2C(=O)O)on1	-0.6	-1.1	0	-0.6	2	-2.8	0.8	2	1	-1.2	0.5
9	CCOC(=O)CNc1nc(Cl)nc(N2CCCCC2)n1	-0.4	-1.0	-4	-0.9	-7	0.8	-0.1	1	-5	-1.9	-0.9
10	CCOC(=O)N1CCN(C(=O)/C(=C/c2ccc(F)cc2)NC(=O)c2ccccc2)CC1	0.8	1.1	-2	-1.2	-4	-0.3	-0.9	-1	-2	-0.8	-0.8
11	Cc1ccc(S(=O)(=O)N2CCCCC2)cc1NC(=O)CSCC(=O)O	-0.3	-2.8	2	1.6	5	-0.8	3.1	-3	1	-1.4	1.8
12	O=C(O)c1cc(-c2ccccc2Cl)n(-c2cccc(Cl)c2)n1	0.0	0.0	-9	-0.1	-3	-0.1	0.6	0	-7	-1.4	2.7
13	O=C(NCC1CCCN(Cc2cccc(F)c2)C1)c1cccc2ccccc12 (stereo not given)	-0.1	-1.8	-6	-0.1	-3	1.7	0.0	1	-1	-1.1	0.7
14	COc1ccc(N2CCN(C3=CC(=O)N(c4cccc(Cl)c4)C3=O)CC2)cc1	-0.4	-0.8	2	-1.4	-8	0.4	1.2	-1	2	-0.1	-1.3
15	C#CCOCCOCCOCCNc1nc(N2CCOCC2)nc(N2CCN(C(=O)CCCCCCCCCCNC(=O)[C@@H]([C@H](C)CC)n3cc(CCCCCN)nn3)CC2)n1	0.1	-0.6	-22	3.0	-2	2.3	0.4	1	-2	-0.8	0.5
16	COC(=O)c1ccc(CN2[C@H](C(=O)OC)C[C@@]3(O)[C@H](O)[C@H](O)[C@H](O)C[C@@H]23)cc1	-0.4	-0.8	-1	-0.2	-2	-2.0	0.7	0	2	-1.2	0.9
17	COCCN1Cc2cccc(C(=O)Nc3cccnc3)c2C1=O	-1.4	-2.7	13	1.0	2	0.5	-1.0	-6	4	-1.1	-0.8
18	CCOC(=O)c1ccc(Nc2cc(C)nc3nc(C)nn23)cc1	0.0	-1.7	-6	-1.5	-9	0.3	-0.2	-6	3	-1.4	-0.4
19	CSc1ccc(/C=C/C(=O)OCC(=O)N2CCN(c3ccccc3)CC2)cc1	-2.0	0.0	-2	-3.0	-11	1.8	0.7	-2	-5	-1.3	2.7
20	Cc1ccc(C(=O)NCc2ccc(F)cc2)s1	0.2	0.1	-2	-1.5	-2	3.7	1.4	-1	-2	-1.1	3.4
21	Cc1nn(C)cc1S(=O)(=O)Nc1cccc(Cl)c1	0.2	-2.2	7	-2.2	-7	1.1	-0.3	-4	-5	-0.5	-5.8
22	CCc1ccc(NC(=O)C[n+]2cc(-c3ccc(C)cc3)n3c2CCC3)cc1	0.7	-0.5	0	-1.0	-2	0.2	/	0	6	-1.0	-0.1
23	COc1cccc(-c2noc(-c3ccoc3C)n2)c1	3.2	2.1	-1	-0.5	-8	6.4	2.5	5	4	0.5	12*
24	CC1CC(C)CN(C(C)C(=O)Nc2cc(S(=O)(=O)N3CCCCC3)ccc2Cl)C1 (stereo not given)	-0.9	-0.8	13	-0.3	3	0.4	-0.6	-6	-5	-0.6	-0.4
25	CC(=O)Nc1ccc(S(=O)(=O)N2CCSC2c2ccccc2)cc1 (stereo not given)	-0.7	-0.4	-8	0.3	7	-0.7	0.3	5	5	-1.9	-1.5
26	Cc1ccc(C)c(S(=O)(=O)N2CCN(C(=O)C3CC3C)CC2)c1 (stereo not given)	1.7	-0.6	13	0.9	-9	1.0	-1.0	-2	2	-0.7	1.0
27	CCc1ccc(S(=O)(=O)NCCc2csc(C)n2)s1	-0.1	0.2	0	0.6	1	0.3	-0.8	-1	2	-1.7	-1.6
28	Cn1c(N)c(C(c2ccccc2)c2c(N)n(C)c(=O)n(C)c2=O)c(=O)n(C)c1=O	0.0	-0.9	-4	-0.6	0	-0.7	-0.5	0	5	-1.9	-1.2
29	Cc1noc(C)c1COc1ccc(C(=O)Nc2cccnc2)cc1	-0.8	-1.7	-1	5.1	-3	0.9	-0.8	-2	-34	-1.9	0.5
30	CC/C(=N\NC(=O)c1ccc(N(C)C)cc1)c1ccccc1	0.1	1.5	5	-0.4	-31	4.6	1.6	0	1	-1.0	6.0
31	O=C(CSC(=S)N1CCOCC1)Nc1ncc2c(n1)CCCC2=O	0.5	2.9	1	-1.4	-8	-0.3	1.4	-1	1	-0.2	1.1
32	O=C(O)/C=C/C(=O)NNC(=O)c1ccc(Br)cc1	0.0	1.6	0	-1.4	-2	-1.0	1.0	-1	-8	-0.1	1.1
33	COC(=O)c1sc(N/N=C/c2ccc(C(C)C)cc2)nc1C	-0.1	2.8	5	-1.1	-57	0.5	-0.3	-3	-6	-1.0	-0.9
34	CC(C)C(=O)Nc1ccc(NC(=O)c2cc3ccccc3o2)cc1	0.2	-0.6	-6	-2.8	-10	-1.6	-0.1	2	0	-1.4	-0.4
35	COc1ccc(N2C(=O)[C@@H]3[C@H](C2=O)[C@H](C(C)=O)N2c4ccccc4C=C[C@@H]32)cc1	-0.1	0.6	-16	-3.9	-58	-1.2	0.3	3	-2	-1.2	-1.1
36	COc1ccc(S(=O)(=O)NCCSC(C)(C)C)c(Cl)c1Cl	-0.8	-1.8	-13	1.4	-2	-4.1	-0.1	-3	-6	-2.1	-0.6
37	O=C(CC1COc2ccccc2O1)NC1CCCCC1 (stereo not given)	0.8	0.2	-5	-0.5	-1	5.9	0.6	1	-6	-1.1	0.8
38	COc1ccc(Nc2ccc(C(F)(F)F)cc2[N+](=O)[O-])cn1	-0.1	-1.6	11	-0.9	-8	0.7	1.4	-1	2	-1.6	0.2
39	COc1ccc(-c2onc(C)c2-c2ccc3c(c2)OCCO3)c(O)c1	-0.8	-2.4	-28	0.6	-21	1.2	2.7	2	-3	-2.0	-2.5
40	CCOC(=O)[C@]12CCCC=C1N(Cc1ccco1)C(=O)[C@H](CC(=O)NCC1CCCCC1)C2	-0.7	-0.7	-5	0.3	0	/	/	-5	-4	-1.0	-2.8
41	O=C(COC(=O)c1ccccc1SCC(=O)N1CCCC1)Nc1ccccc1	1.0	-0.8	-1	-1.9	-10	3.0	0.5	-1	-7	-1.0	4.2
42	O=C(O)C(c1ccccc1)N1C(=O)c2ccccc2C1=O (stereo not given)	-0.1	-1.2	6	1.0	-7	1.2	-0.7	-2	2	-1.2	-4.2
43	CN(CC(=O)Nc1ccccc1Cl)C(=O)COc1cccc2c1OC(C)(C)C2	-2.3	-2.1	6	-0.4	6	0.6	-0.1	-1	6	-1.6	-2.9
44	CC(=O)c1sc(NC(=O)CSC(C)C(=O)Nc2cc(C)on2)nc1-c1ccccc1 (stereo not given)	1.1	-2.1	-9	-1.0	-6	-0.4	0.1	-1	0	-0.6	3.6
45	Cc1ccc(C(=O)N(C)Cc2ccccc2)cc1S(=O)(=O)N1CCOCC1	2.6	-1.8	-1	-1.2	-4	1.1	0.0	0	2	-0.9	1.1
46	CC(NC(=O)C1CCCN1S(=O)(=O)c1ccccc1)c1ccccc1 (stereo not given)	0.1	-0.6	0	-0.1	-3	1.4	0.4	0	1	-1.6	-0.2
47	CC(C)Cc1cc(C(=O)NCc2cccnc2)no1	2.5	0.7	3	-0.4	5	0.1	2.0	3	5	-0.7	9.9
48	CC(=O)c1cccc(NC(=O)CCCNC(=O)c2ccc(Cl)cc2)c1	0.3	-1.0	2	0.5	-7	-1.1	0.1	-2	-6	-1.4	-0.5
49	O=C(c1cccc(C(F)(F)F)c1)N1CC[C@H]2[C@H](CCCN2Cc2ccc(F)cc2)C1	-0.2	0.4	0	/	4	/	/	0	-2	-0.3	0.4
50	CN(C(=O)COc1ccccc1)c1nnc(-c2ccncc2)s1	-0.2	-0.8	0	2.7	-29	-0.2	-0.8	-2	-7	-1.4	0.2

(cont.)
cpd	Compound	DAX1 inh-1	hcDAF12 agonist	sPLA2-III inh	PG9 binder	PLCb3 inh	GAA850 FXN act	DAX1 inh-2	SMARCA2 activ	Rev-erbA mod	ssDAF-12 act	hgDAF12 agonist
51	O=C(CC1SC(N2CCCC2)=NC1=O)Nc1ccc(C(=O)N2CCN(c3cccc(Cl)c3)CC2)cc1 (stereo not given)	1.7	-1.3	-6	-2.2	4	-0.3	-1.1	-3	-1	-1.4	-3.3
52	O=C(COC(=O)COc1ccc(Cl)cc1)NC1CC1	0.7	0.9	4	-0.7	-6	-1.1	0.2	-3	-6	-1.6	-2.6
53	O=C(Nc1ccc(N2CCOCC2)cc1)c1cccc(S(=O)(=O)N2CCOCC2)c1	-0.8	0.2	4	-1.8	-5	1.6	-0.4	-1	-7	-1.4	2.8
54	CN(C)C(=O)c1cn(-c2ccc(Cl)cc2)c(=O)c2ccccc12	0.3	0.4	4	-2.6	-1	-1.9	-0.2	-4	-3	-1.3	-1.6
55	Clc1ccccc1C1Nc2cccc3cccc(c23)N1	-0.3	-0.1	6	-3.0	-20	2.0	-1.9	1	-5	-1.5	-5.4
56	Cc1ccc(CNCC(O)(c2ccccc2)c2ccccc2)cc1	0.3	-0.5	-5	-1.1	1	-1.2	2.5	-3	-1	-1.3	-2.8
57	COc1ccccc1N1CCN(C(=O)CCSCc2ccccc2F)CC1	-0.7	-1.5	3	-2.2	-5	-0.1	-0.6	-2	0	-2.3	-2.0
58	CCOC(=O)C(=CNc1ccc(C)cc1C)C(=O)OCC	-1.1	-1.5	1	-0.3	-4	0.9	0.0	7	0	-2.0	-1.0
59	CN1CCN(C(=O)c2cc3ccccc3oc2=O)CC1	-0.5	-0.2	8	0.4	-1	-0.3	0.2	-3	-4	-1.1	-0.9
